Mot1-301 SUMO = inhibitors of SUMOylation pathway: yeast Mot1-301 growth rescue; AID 2716; growth rescue, % at 18.8 µM; hit rate 1% among 320,000; S. cerevisiae Mot1-301 growth rescue, ATP luminescence, 38.5C; percent above DMSO median, 100 means doubled;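 active means every valid replicate shows activation above 250% relative to neutral control wells; inactive means the rest, any valid replicate at or below 250%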;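 further: OY570 slx delta 5 strain wells were the positive control but not used for scaling; some compounds called inactive have numbers as strong as hits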
Pemphigus Ab inh = blocks pemphigus antibody binding to human desmoglein-3; AID 588358; DSG3-coupled beads, scFv-anti-DSG3-GFP binding, flow cytometry; hits give low values; binding (percent of control), % at 10 µM; hit rate 0.48% among 310,000;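 active means binding more than 3 SD below its plate's average and above zero; inconclusive means below that plate limit but binding exactly zero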;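 further: hits lower antibody fragment binding to DSG3; some compounds called inactive have numbers as strong as hits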
CDK5 p35 inh = blocks human CDK5/p35 kinase activity; Q00535+Q15078; Recombinant CDK5/p35, ADP-Glo luminescence, 60 min; inhibition, % at 10 µM; hit rate 0.01% among 330,000; AID 488839;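 active means highest replicate inhibition of at least 50% and at least 75% of replicates reaching 50%; inconclusive means only one of the two criteria met; inactive means both criteria failed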;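 further: plate controls were DMSO neutral control for no effect and GW8510 at 10 µM for full effect; many of its hits are not listed in these tables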
Target sequence (Q00535 whole entry, looked up): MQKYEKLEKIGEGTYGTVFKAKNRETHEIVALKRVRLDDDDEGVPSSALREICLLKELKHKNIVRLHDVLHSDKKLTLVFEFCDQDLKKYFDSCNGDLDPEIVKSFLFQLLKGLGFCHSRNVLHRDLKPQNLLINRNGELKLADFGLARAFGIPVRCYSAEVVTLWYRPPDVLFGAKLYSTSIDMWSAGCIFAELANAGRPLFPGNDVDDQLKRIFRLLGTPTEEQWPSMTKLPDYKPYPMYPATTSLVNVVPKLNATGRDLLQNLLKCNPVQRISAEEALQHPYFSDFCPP
Target sequence (Q15078 whole entry, looked up): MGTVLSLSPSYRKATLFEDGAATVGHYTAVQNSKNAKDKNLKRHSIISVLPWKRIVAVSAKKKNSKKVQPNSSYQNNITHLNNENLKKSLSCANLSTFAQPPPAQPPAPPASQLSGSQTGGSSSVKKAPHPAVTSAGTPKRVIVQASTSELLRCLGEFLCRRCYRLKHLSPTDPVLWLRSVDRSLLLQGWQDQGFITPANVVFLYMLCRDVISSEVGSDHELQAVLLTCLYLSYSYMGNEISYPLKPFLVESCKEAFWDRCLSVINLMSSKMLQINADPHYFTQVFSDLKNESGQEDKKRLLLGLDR
SR-BI HDL uptake = blocks mouse SR-BI lipid uptake from DiI-HDL | ldlA[mSR-BI] CHO cells, DiI-HDL uptake fluorescence, 3 h | inhibition, % at 12.5 µM | hit rate 0.96% among 320,000 | AID 488896;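 active means mean replicate inhibition of at least 70% and a set share of replicates each scoring 70 or more; inconclusive means meets just one of the two criteria; inactive means fails both criteria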;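 further: 0% = median of neutral control wells and 100% = median of positive control wells; values of inactives mirror those of a sister screen read the other way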
NSD2 inh = blocks human histone methyltransferase NSD2. hit rate 0.54% among 310,000. NSD2 peptide methylation, AlphaScreen, 120 min. AID 743445. inhibition, % at 12.5 µM; in the data active means inhibition above about 50%
Arr AP2 block = blocks beta-arrestin peptide binding to AP2 adaptin. FITC-arrestin peptide / GST-AP2 beads, flow cytometry; AP2 beta2 appendage carries R879A mutation. inhibition, % at 10 µM. hit rate 0.31% among 340,000;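 active means inhibition above a set limit, near 3 SD of compounds lacking own fluorescence, cut at about 54% in these data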;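 further: plate controls were DMSO wells for no effect and 5 µM unlabelled arrestin peptide for full effect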
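Material – AP2 appendage R879A on GSH beads · Buffer or medium – PBS with 0.05% Tween 20 and 0.1% BSA · Probe or stimulus – fluorescein-tagged arrestin peptide at 50 nM final · Incubation – compound with beads 12 min RT, then probe 1 h RT · Detection – high-throughput flow cytometry of beads, ex 488, em 535 nm · Evaluation – percent response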
PKA-R2B act = activates the human PKA-R2B holoenzyme complex; P22694+P31323; PKA-R2B holoenzyme dissociation, Cy5-IP20 fluorescence polarization; R2B truncated from residue 108, S112A mutant; 0% DMSO only, 100% 113 µM cGMP; activation, % at 11.4 µM; hit rate 0.079% among 340,000; AID 504700;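 active means activation above a cutoff set at the mean over all compounds plus 3 SD, cut at about 18% in these data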;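 further: higher means more holoenzyme dissociation and a rise in polarization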
Target sequence (P31323 whole entry, looked up, other chains not shown, the tested form may be a part): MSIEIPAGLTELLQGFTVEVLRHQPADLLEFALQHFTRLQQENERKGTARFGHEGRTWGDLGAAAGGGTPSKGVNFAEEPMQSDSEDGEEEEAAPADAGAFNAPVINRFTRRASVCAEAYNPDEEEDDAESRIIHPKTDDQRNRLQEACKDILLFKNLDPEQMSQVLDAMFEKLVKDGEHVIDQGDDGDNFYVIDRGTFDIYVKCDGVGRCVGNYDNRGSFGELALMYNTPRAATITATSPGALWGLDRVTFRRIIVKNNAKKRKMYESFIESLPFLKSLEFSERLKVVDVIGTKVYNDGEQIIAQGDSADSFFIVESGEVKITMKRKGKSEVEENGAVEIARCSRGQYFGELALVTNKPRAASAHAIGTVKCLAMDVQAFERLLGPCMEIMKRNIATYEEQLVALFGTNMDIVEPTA
dFosB act = mouse delta FosB homodimer activation | AID 493131 | P13346 | hit rate 0.99% among 340,000 | purified delta FosB, TAMRA-CDK5 oligo fluorescence polarization; percent of positive-control signal above neutral wells | activation, % at 25 µM;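 active means mean activation above about 17%, with every replicate also reaching it, limit read from the data, passing the limit was not always enough; inconclusive means only one of the two conditions met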;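 further: fluorescence polarization rise as delta FosB binds a TAMRA Cdk5 AP-1 oligo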
PKA-R1A activ = PKA-R1A complex activation. activation, % at 11.4 µM. P00514+P68181. PKA-R1A dissociation, Cy5-IP20 fluorescence polarization; scaled: DMSO 0%, 113 µM cGMP 100%. AID 504707. hit rate 0.083% among 340,000;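 active means percent activation above the mean of all tested compounds plus 3 SD, cut at about 19% in these data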;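 further: higher means more PKAc released from R1A so a rise in polarization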
SR-BI DiI-HDL act = activators of SR-BI mediated HDL lipid uptake | CHO ldlA[mSR-BI] cells, DiI-HDL uptake fluorescence, 3 h; 100 = double the neutral-control signal | activation, % at 12.5 µM | hit rate 0.096% among 320,000;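 active means mean replicate activation of at least 60% and every replicate at or above 60%; inconclusive means mean or all-replicate condition met, but not both; inactive means mean below 60% and not all replicates reaching 60%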;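 further: 0% = median plate neutral-control signal and 100% = twice that signal; values of inactives mirror those of a sister screen read the other way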
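Assay system: CHO ldlA[mSR-BI] cells, LDL receptor-null, SR-BI overexpressing; medium: Ham's F12 with 0.5% BSA, HEPES 25 mM, pH 7.4; also added: DiI-HDL 10 µg/mL; timing: 3 h uptake period with compound, 37 °C; signal: DiI fluorescence, bottom read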
MITF act = activators of MITF-driven TRPM1 promoter activity in SK-MEL-5 cells; activation, % at 12.5 µM; SK-MEL-5 TRPM1-promoter luciferase, 24 h; % of positive control, neutral wells = 0; hit rate 0.75% among 300,000; AID 588334;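 active means mean activation of at least 80% with every replicate also reaching 80%; inconclusive means mean reaches 80% but some replicate falls short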;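 further: 0% = neutral control wells and 100% = parthenolide positive control wells; values of inactives mirror those of a sister screen read the other way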
* marks the source's active call; other numbers are inactive results; u = inconclusive; x = not tested or not shown. Rows are unselected; about 4.7% have a hit in one of these screens.

Order of results: Mot1-301 SUMO	Pemphigus Ab inh	CDK5 p35 inh	SR-BI HDL uptake	NSD2 inh	Arr AP2 block	PKA-R2B act	dFosB act	PKA-R1A activ	SR-BI DiI-HDL act	MITF act
#1 Cc1nn(Cc2ccccc2Cl)c(C)c1C(=O)NCC(c1cccs1)N1CCOCC1 (centres undefined)
  32	122	2.5	31	0	2	0	-8	-6	-31	9
#2 O=C(Nc1ccccn1)C1CCN(S(=O)(=O)c2cccs2)CC1
  -8	79	-0.9	3	-14	10	-4	-6	5	-3	3
#3 Cc1noc(C)c1C(=O)Nc1ccc(-c2nnc3n2CCCCC3)cc1
  -7	105	-7.7	7	-3	-3	-4	-3	-6	-7	x
#4 COc1ccc(N2CCN(C(=O)CSc3nc4cc(OC)c(OC)cc4cc3C#N)CC2)cc1
  -2	112	0.8	25	8	7	7	5	-10	-25	10
#5 Cc1cc(N2CCOCC2)nc2ccc(NC(=O)CCC(=O)N3CCN(c4ccccc4)CC3)cc12
  61	x	-0.1	x	1	25	5	-6	1	x	80
#6 Cc1ccc(C(=O)/C=C/c2cc(Br)cc(Br)c2O)o1
  -21	93	13	-6	10	11	-10	-4	-4	6	-6
#7 CC(C)NC(=O)C(=O)NCCCN1CCOCC1
  8	94	1.5	-6	0	-2	7	8	9	6	-5
#8 N#Cc1ccc(C2=NC(C(F)(F)F)(C(F)(F)F)c3c(n(Cc4ccco4)c(=O)[nH]c3=O)N2)cc1
  -4	97	-0.2	13	-1	8	-5	-4	9	-13	x
#9 COc1ccc(N2Cc3ccccc3C2=NC(=O)c2cncc(Br)c2)cc1
  0	102	3.2	11	x	40	-6	3	-3	-11	41
#10 CCC(=NCCc1ccccc1)C1=C(O)CCC1=O
  260	105	1.1	9	-1	-2	6	2	10	-9	2
#11 Cc1c(NC(=O)CCC(=O)N2CCOCC2)c(=O)n(-c2ccccc2)n1C
  2	96	-0.2	-22	-4	2	-12	-1	-4	22	-14
#12 CCOc1ccc(NC(=O)CN(C)C(=O)CSCc2cccc(C)c2)cc1OCC
  -10	96	-1.1	49	20	-2	-6	-19	3	-49	6
#13 COc1ccc(OCCNC(=O)c2ccccc2OCC(=O)N2CCCCC2)cc1
  -13	105	-3.1	8	0	-10	-4	-3	-9	-8	1
#14 O=C(NCCCc1ccccc1)c1c(O)nc2sccn2c1=O
  4	95	0.1	-6	1	-1	7	-2	14	6	2
#15 CC(=O)c1ccc(S(=O)(=O)N2CCN(CC#N)CC2)cc1
  31	97	0.1	x	0	39	-1	-1	2	x	5
#16 O=C(Oc1ccc(/C=N/NC(=O)c2ccccn2)cc1)c1cccc(Br)c1
  -3	121	3.1	8	1	7	-6	19*	3	-8	40
#17 CC(=O)c1coc2ccc(OCCN3CCCCC3)cc12
  22	104	1.5	0	0	9	-9	2	-6	0	3
#18 CCOc1ccc(N=C2SC(C(=O)O)CC(=O)N2C)cc1 (centres undefined)
  -8	x	-2.5	-13	1	-8	-2	4	-6	13	x
#19 CCOc1ccc(NS(=O)(=O)c2csc(C(N)=O)c2)cc1
  4	93	0.2	-5	-1	-2	-5	0	-9	5	13
#20 CC1(c2nnc(Cc3ccccc3)o2)CC(c2ccccc2F)=NO1 (centres undefined)
  -8	105	-0.1	-2	x	-16	-4	-6	3	2	-9
#21 Cc1nn(C(=O)c2ccco2)c(C)c1Sc1ccccc1
  -4	108	1.3	-2	-2	8	12	-8	-3	2	8
#22 O=C(Cc1ccccc1)NCC(=O)OCc1cccc([N+](=O)[O-])c1
  7	117	1.0	-9	-2	-10	-5	1	-3	9	-4
#23 Cc1ccc(C(=O)C2CCN(CC(=O)NC3CCCC3)CC2)cc1
  -6	x	-1.6	x	-4	19	11	-13	-4	x	-10
#24 O=C(NCC(=O)N1CCN(c2ccccc2F)CC1)c1ccc(Br)o1
  15	99	0.1	-9	-4	10	1	-2	0	9	4
#25 COC1=Cc2c(ccc3ccc(=O)oc23)OC1(C)C
  22	103	0.2	-9	3	10	-9	1	-5	9	x
#26 CC(=O)Nc1ccc(S(=O)(=O)NCC2CCC(C(=O)NCCC(C)C)CC2)cc1 (centres undefined)
  -13	100	0.2	22	-2	26	1	-4	-1	-22	5
#27 COc1ccc2oc(C(=O)OCC(=O)N(Cc3ccccc3)C(C)(C)C)c(C)c2c1
  20	111	-1.0	37	-2	-5	2	-3	-5	x	3
#28 COc1ccc(-n2ccc(=O)c(C(=O)O)n2)c(OC)c1
  8	88	-0.4	-5	-1	13	-7	-4	0	5	10
#29 CCOC(=O)C(CC)(CCC(=O)O)c1csc(N)n1 (centres undefined)
  -16	106	-1.4	-21	6	1	1	0	-2	21	0
#30 O=C(C1CCC(CNS(=O)(=O)c2cccc3cccnc23)CC1)N1CCCC1 (centres undefined)
  260	106	-0.5	6	x	1	-13	-9	-9	-6	-5
#31 CN(CC(=O)Nc1ccccc1Cl)C(=O)c1cccc(S(=O)(=O)N2CCN(c3ccc(F)cc3)CC2)c1
  11	x	-0.3	32	x	-1	-4	-5	3	-32	-27
#32 C=CCS/C(=N\n1cnc2ccccc2c1=O)N1CCCCC1
  -7	108	-3.6	5	-2	2	-1	-7	0	-5	26
#33 Nc1c(Cl)cc(Cl)cc1C(=O)OCC(=O)NC1CC1
  -19	x	-0.6	12	0	24	-12	-2	0	-12	10
#34 O=C(c1cc2ccccc2oc1=O)N(Cc1cccc(Br)c1)C1CCS(=O)(=O)C1 (centres undefined)
  290	116	0.7	-4	0	11	11	-8	1	4	11
#35 O=C(CCN1CCN(c2ccccc2)CC1)Nc1ccc(Cl)cc1
  x	95	-1.2	-9	-2	-6	-7	-4	-4	9	3
#36 O=C(NCCc1ccccc1)c1ccccc1NC(=O)C1CCCO1 (centres undefined)
  -7	99	-0.6	4	-3	-6	-11	-5	-13	-4	15
#37 COc1ccccc1OCC(=O)NC1CCCCCCC1
  16	107	1.9	2	0	-3	-9	-3	-8	-2	10
#38 COC(=O)[C@]1(Cc2ccccc2)N[C@H](CN(C)C(=O)Nc2ccc(OC)cc2)[C@@H]2C(=O)N(Cc3ccccc3)C(=O)[C@@H]21
  -1	110	5.7	21	x	28	-2	-10	-4	-21	2
#39 OC(COCCOc1ccc(Br)cc1)CN1CCCCC1 (centres undefined)
  5	75	-1.2	-8	0	-1	-11	-3	-14	8	-10
#40 Cc1cccc(-n2c(SCC(=O)NC3CCCC3)nnc2-c2ccoc2C)c1
  -23	x	-2.4	-8	x	5	1	-10	2	8	-5
#41 CCc1ccc(OC(=O)c2ccn(CC)n2)cc1
  127	105	-0.2	-22	5	-2	8	-6	-1	22	4
#42 CC(C)CC(COCc1ccc(C(F)(F)F)cc1)N1CCN(C(=O)c2ccc(C(F)(F)F)cc2)CCC1=O (centres undefined)
  7	102	0.2	-6	x	-9	2	-15	-8	6	1
#43 Cc1ccc2c(c1)C(O)(CC(=O)/C=C/C=C/c1ccccc1)C(=O)N2 (centres undefined)
  135	107	-2.4	-5	5	3	-2	-11	-14	16	-8
#44 Cc1nn(CC(=O)N(C)C2CCC(C)CC2)c(C)c1S(=O)(=O)N(C)C (centres undefined)
  0	x	1.1	-18	0	-2	1	-3	-6	18	0
#45 O=C(COc1cccnc1[N+](=O)[O-])NCCc1ccc(F)cc1
  64	98	-0.6	2	2	8	5	-18	11	-2	-5
#46 Cc1ccc(Cn2c(SCC(=O)N3CC(=O)Nc4ccccc43)nc3ccccc3c2=O)cc1
  33	94	-0.5	-15	60*	6	4	-1	-9	15	-6
#47 CCCCN(C(=O)CSc1nc(CCC)cc(=O)[nH]1)c1c(N)n(Cc2ccccc2)c(=O)[nH]c1=O
  -6	93	-0.9	-26	-2	8	-10	4	-13	26	12
#48 CCOC1(OCC)N=C(N)C2(C#N)C(c3cccc(C)c3)C12C#N (centres undefined)
  -12	97	1.2	-2	0	1	5	-2	-11	2	6
#49 COc1ccc(CCN=C(C)C2=C(O)C(c3ccccc3)OC2=O)cc1OC (centres undefined)
  0	95	-0.4	-3	-3	-7	-3	-6	3	3	3
#50 Cc1cc(C)cc(C(=O)N2CCC(CCC(=O)NC3CC3)CC2)c1
  6	x	0.3	-11	-3	35	-1	-12	5	11	1
#51 O=C(NC1CCCCC1)C(c1cccs1)N(CCCN1CCOCC1)C(=O)c1ccc(-c2ccccc2)[nH]1 (centres undefined)
  -5	104	-0.6	-11	6	3	1	-5	-5	11	2
#52 CCN(c1ccccc1)S(=O)(=O)c1ccc(C(=O)N(C)Cc2cccs2)cc1
  4	105	0.1	-11	-3	-1	4	-11	6	11	x
#53 CN1CCOCCOCCOCCN(C)C1=S
  -4	104	-0.6	1	2	-16	0	1	-2	-1	5
#54 O=C(CCN1C(=O)S/C(=C\c2ccccc2)C1=O)NC1CCS(=O)(=O)C1 (centres undefined)
  0	97	2.9	-23	-1	13	8	-1	2	23	17
#55 Cn1c(SCc2ccccc2)nnc1-c1cccs1
  114	101	-0.5	3	1	-3	0	2	2	-3	u
#56 CCN(CC)C(=O)c1cc2cc([N+](=O)[O-])ccc2s1
  2	x	-1.3	-2	-1	-1	-12	-17	-13	2	16
#57 Cc1ccnc(NC(=O)c2cccc(OC(F)F)c2)n1
  1	108	2.1	x	1	13	2	10	-4	x	35
#58 CCN(C#N)c1nc(NC(C)C)nc(NC(C)C)n1
  -11	109	-0.1	-9	-1	28	-6	4	-3	9	-11
#59 COc1ccccc1N1CCN(CCC(=O)Nc2ccc3c(c2)OCO3)CC1
  14	x	-6.2	14	-1	-2	1	-3	-7	-14	-16
#60 CCOC(=O)N1CCN(C(=O)CSc2nc(C)nc3c2c(=O)n(C)c(=O)n3C)CC1
  152	98	-0.1	1	-3	19	-5	-2	2	-1	-2

Assay outcomes (PubChem BioAssay)
